Bioassay records as filed in PubChem BioAssay.
M1 PAM parental = M1 PAM counterscreen hit in parental CHO-K1 cells; activation, % at 3 µM; AID 602247; ATP EC20, Fluo-8 calcium fluorescence; 0% at ATP EC20, 100% at ATP max; 0.02% of 360,000 active;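 active = activation above the run cutoff, the mean activation of all test compounds plus 3 SD, cut at about 40% in these data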;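 also: peak over basal fluorescence ratio in a 140 s read after ATP addition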
M1 ag = agonists of human M1 muscarinic receptor; activation, % at 3 µM; 0.33% of 360,000 active; CHO-K1 hM1, Fluo-8 calcium fluorescence, agonist mode; 0% DMSO, 100% acetylcholine EC100;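 active = activation above the run's mean compound activation plus 3 SD, cut at about 16% in these data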;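 also: peak over basal fluorescence ratio within a 140 s kinetic read after compound addition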
Target sequence (P11229 whole entry, looked up): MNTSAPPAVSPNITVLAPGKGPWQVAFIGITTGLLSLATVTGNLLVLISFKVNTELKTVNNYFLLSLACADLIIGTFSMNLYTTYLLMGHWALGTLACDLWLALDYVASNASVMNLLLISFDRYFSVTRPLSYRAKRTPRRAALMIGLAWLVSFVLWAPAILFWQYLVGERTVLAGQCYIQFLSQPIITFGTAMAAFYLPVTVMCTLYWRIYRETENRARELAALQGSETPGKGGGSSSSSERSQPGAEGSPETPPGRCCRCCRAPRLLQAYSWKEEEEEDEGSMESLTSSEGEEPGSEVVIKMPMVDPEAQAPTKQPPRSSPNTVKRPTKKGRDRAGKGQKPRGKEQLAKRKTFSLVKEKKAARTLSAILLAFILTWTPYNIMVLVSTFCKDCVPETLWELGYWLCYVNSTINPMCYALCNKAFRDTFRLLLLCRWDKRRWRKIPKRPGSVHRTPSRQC
CHO-K1 Ca antag = M1 antagonist counterscreen hit in parental CHO-K1 cells; ATP-induced calcium, Fluo-8 fluorescence; inhibition, % at 3 µM; 0.6% of 360,000 active;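 active = inhibition above a per-plate cutoff, the plate's mean sample inhibition plus 3 SD, cut at about 24% in these data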;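 also: 0% = DMSO plus EC80 ATP and 100% = DMSO alone without ATP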
CHO-K1 Ca ag = counter-screen for M1 agonists: effect in parental CHO-K1 cells | Fluo-8 calcium fluorescence; scaled to maximal ATP response, vehicle zero | activation, % at 3 µM | 0.48% of 360,000 active; in the data active = activation above about 15%;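 also: untransfected CHO-K1 host cells lacking M1 receptor as counterscreen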
M1 antag = blocks human M1 muscarinic receptor; P11229; CHO-K1 hM1, Fluo-8 calcium fluorescence, ACh EC80 antagonist; inhibition, % at 3 µM; 1.3% of 360,000 active; AID 588852;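 active = percent inhibition above its own plate's cutoff, namely the mean of that plate's compound wells plus 3 SD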;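 also: peak over basal fluorescence ratio during 140 s after agonist addition; 0% = ACh EC80 plus DMSO and 100% = DMSO alone without agonist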
TAAR1 antag = antagonists of human TAAR1; Q96RJ0; CHO RD-HGA16 TAAR1, Fluo-8 calcium fluorescence, antagonist; AID 624466; inhibition, % at 3 µM; 1.5% of 360,000 active;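 active = inhibition above a per-plate cutoff, the mean inhibition of test compounds on that plate plus 3 SD, cut at about 49% in these data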;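 also: 0% = DMSO plus EC80 beta-PEA response and 100% = DMSO alone without agonist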
Target sequence (Q96RJ0 whole entry, looked up): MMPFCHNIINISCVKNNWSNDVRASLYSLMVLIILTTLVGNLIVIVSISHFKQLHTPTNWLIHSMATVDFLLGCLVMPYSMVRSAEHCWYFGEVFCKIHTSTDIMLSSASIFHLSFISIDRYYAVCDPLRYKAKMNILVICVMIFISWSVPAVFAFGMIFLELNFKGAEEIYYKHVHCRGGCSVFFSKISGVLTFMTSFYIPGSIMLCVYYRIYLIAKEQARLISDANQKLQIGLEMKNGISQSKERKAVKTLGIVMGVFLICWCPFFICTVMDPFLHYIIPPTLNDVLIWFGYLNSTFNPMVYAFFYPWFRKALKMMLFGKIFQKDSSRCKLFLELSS
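Test system – hTAAR1-expressing CHO RD-HGA16 cells, Gα16-coupled · Also added – β-PEA at EC80 concentration, post-compound challenge · Compound – 3 µM, single point · Incubation – dye loading 75 min at 37 °C, then 30 min room temperature · Measured by – Fluo-8 intracellular calcium dye fluorescence, real-time kinetic reads · Benchmarks – vehicle and agonist controls · Replicates – singlicate, one well per test compound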
M1 PAM = potentiates human M1 receptor response to acetylcholine. 0.088% of 360,000 active. AID 588819. P11229. activation, % at 3 µM. CHO-K1 hM1, Fluo-8 calcium fluorescence, ACh EC20; 0% = ACh EC20, 100% = maximal ACh; in the data active = activation above about 19%, passing the limit was not always enough
TAAR1 agonist = agonists of human TAAR1; Q96RJ0; CHO RD-HGA16 TAAR1, Fluo-8 calcium fluorescence; vehicle wells 0%, saturating PEA agonist 100%; activation, % at 3 µM; 0.99% of 360,000 active; AID 624467;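 active = activation above the mean activation of all test compounds in the run plus 3 SD, cut at about 38% in these data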
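System: CHO RD-HGA16 cells carrying human TAAR1 plus Gα16; Incubation: 17-24 h seeding, 75 min 37 °C dye, 30 min RT; Measured by: Fluo-8 fluorescence, 5 s baseline then 140 s kinetic read; Control set: DMSO and PEA EC100; Replication: single well for each compound.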
CHO parental Ca = counter-screen for OX1R antagonists: effect in parental CHO cells. parental CHO-K1, ATP-induced calcium, Fluo-8 fluorescence. inhibition, % at 5.6 µM. 0.63% of 330,000 active;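 active = inhibition above that plate's mean sample inhibition plus 3 SD, cut at about 26% in these data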;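 also: 0% = ATP-challenged DMSO wells and 100% = DMSO wells without ATP; some compounds past the cut are filed as inactive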
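Test system: untransfected parental CHO cell line; also added: ATP stimulus; dosing: 5.6 µM, single dose; signal: calcium-sensitive Fluo-8 fluorescence; measure: percent inhibition of ATP-evoked calcium rise, normalized to controls; benchmarks: low control ATP plus DMSO, high control DMSO only; replication: one well per compound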
* hit, by the source's call; . = no result given.

SMILES	M1 PAM parental	M1 ag	CHO-K1 Ca antag	CHO-K1 Ca ag	M1 antag	TAAR1 antag	M1 PAM	TAAR1 agonist	CHO parental Ca
Cc1ccc(C(=O)c2nocc2C(=O)c2cccs2)cc1	-4	-2	-8	0.2	-6	12	6	9	-3
Cc1cc(C)cc(NC(=O)CNC(c2ccccc2)c2ccccc2)c1	3	-4	1	-0.3	-6	-16	2	7	-31
COc1ccc(COC(=O)CCS(=O)(=O)c2ccc(C)cc2)cc1F	1	-4	-7	0.0	4	-21	4	-1	-4
Cc1ccc(C(=O)NCCC(=O)N2CCOCC2)cc1	-11	-2	4	0.1	8	-28	-2	1	-12
CC1CCc2sc(C(=O)NNC(=S)NCC3CCCO3)cc2C1 (stereo not drawn)	-6	-1	-2	1.3	-2	-6	1	0	-22
Nc1nonc1C(=O)OCC(=O)N1CCOCC1	6	-5	1	0.2	-4	-11	9	15	13
CCN(C(=O)COC(=O)CNS(=O)(=O)c1ccc(SC)c([N+](=O)[O-])c1)C1CCCCC1	3	-1	-9	3.7	-11	8	9	6	-18
Cc1cccc(C(=O)N2N=C(c3ccc(NS(C)(=O)=O)cc3)CC2c2cccs2)c1 (stereo not drawn)	10	-5	14	2.3	3	19	0	8	-7
CCN(CC)C(=O)C1=C(C)N(Cc2ccc(F)cc2)C(=O)C(CC(=O)NCCc2ccccn2)C1 (stereo not drawn)	-5	1	-6	0.1	3	-12	6	2	.
COc1ccc(OCC(=O)Nc2nc3cc4c(cc3s2)OCCO4)cc1	-3	0	-3	0.2	1	-21	-4	1	2
Cc1cc(C(=O)CN2C(=O)NC(Cc3c[nH]c4ccccc34)C2=O)c(C)n1C (stereo not drawn)	6	-2	-8	0.8	-2	0	2	10	-9
CC(=O)C1=C(C)Nc2ncnn2C1c1ccc(Br)cc1 (stereo not drawn)	12	-6	-13	1.2	-8	-11	7	7	-10
COc1ccc(-c2cc(C(=O)Nc3ccc(C)cc3)no2)cc1	9	-2	-8	0.3	-5	-1	3	6	-2
Cc1cc(-c2c(C(=O)N3CCOCC3)c(C)nn2-c2ccccc2)no1	5	0	-2	0.5	-2	-22	8	0	-16
Cc1cc(=O)n(CC=C(Cl)Cl)c2ccccc12	-5	-6	3	-0.5	1	-14	3	-3	6
Cc1ccc(NC(=O)CNc2cc(S(=O)(=O)N3CCOCC3)ccc2N2CCOCC2)cc1S(=O)(=O)N(C)C	-6	-3	2	0.1	4	-12	-4	2	-1
O=C(NC12CC3CC(CC(C3)C1)C2)N(Cc1ccccc1)Cc1ccncc1	1	-3	-13	5.1	27	-14	-10	3	-5
O=C(CNCCc1ccc(Cl)cc1Cl)NCc1ccco1	14	-4	-1	2.5	-4	19	14	9	4
COCCCn1cc(CN2CC(N3CCN(CCO)CC3)CS2(=O)=O)nn1 (stereo not drawn)	7	.	-16	0.4	.	-10	.	2	.
Cc1nnc2n(C)c(=O)c3c4c(sc3n12)COC(C)(C)C4	9	-5	-14	1.1	-6	-24	1	1	1
O=C(CSc1nnc(-c2cccc(Br)c2)o1)NCC1CCCO1 (stereo not drawn)	-12	0	26*	-0.2	1	-5	5	1	.
Cn1c(SCC(=O)NC(=O)CN2CCCC2=O)nnc1-c1ccc(F)cc1	-4	-5	-14	2.5	5	-5	1	0	22
COC(=O)c1cc(C(=O)Nc2ccc(C)cn2)cc([N+](=O)[O-])c1	18	-5	-16	0.1	-15	6	5	4	-24
Cc1nn(C(C)c2n[nH]c(=S)n2-c2ccc(F)cc2)c(C)c1[N+](=O)[O-] (stereo not drawn)	10	-1	-1	0.2	3	14	1	6	1
Cc1ccc2c(c1)cc(CN(Cc1ccco1)C(=O)COc1ccccc1)c1nnnn12	3	-2	-1	-0.2	-8	-22	4	1	-15
Cc1ccc(/C=N/n2c(COc3ccccc3)n[nH]c2=S)s1	7	-7	0	0.7	-3	8	5	-1	-2
CN(C)C(=O)c1cccn(Cc2cccc(C(F)(F)F)c2)c1=O	15	-5	-3	0.1	-5	1	5	2	3
Nc1cc(=O)[nH]n1C1CCCCC1	3	-5	3	0.0	-5	9	6	6	-10
O=C(Nc1ccc(S(=O)(=O)N2CCCC2)cc1)c1cccs1	10	-9	-6	1.2	-8	13	9	6	5
O=C(CSc1nc2ncc(Cl)cc2[nH]1)NCCc1ccc(F)cc1	-5	-5	2	1.4	2	-1	3	5	-19
Cc1ccc(CNC(=O)C2CCCN2C(=O)Nc2ccc(C)cc2)cc1 (stereo not drawn)	-12	-3	4	-0.4	-25	-48	17	6	0
COC(=O)c1ccc(N2C(=O)CC(NCc3ccccc3)C2=O)cc1 (stereo not drawn)	-6	2	23	-0.2	-22	10	3	0	-5
Nn1c(SCC(=O)N2CCCc3ccccc32)nnc1-c1ccccc1	-6	-2	10	0.1	8	6	-9	12	-15
COc1ccc(S(=O)(=O)N2CCC(NC(=O)Nc3ccc(C)cc3)CC2)cc1	8	-4	-9	2.9	20	-5	-7	8	5
Cc1ccc(C(=O)OCC(=O)N(CCc2ccccc2)Cc2ccccc2)cc1S(=O)(=O)N1CCOCC1	11	-2	-10	3.4	14	50*	-6	4	-4
O=C(/C=C/c1ccccc1)NC(=S)NNC(=O)c1cnccn1	27	-1	-13	0.0	-19	-3	13	2	-17
COc1ccc(C2c3[nH]c4ccccc4c3C[C@H]3C(=O)N(c4ccccc4C(=O)N4CCC[C@@H]4C(=O)O)C(=O)N23)cc1 (stereo partly drawn)	8	-5	3	0.0	-15	-8	8	1	-6
CCc1nc(NCC2CCCO2)c2oc3ccccc3c2n1 (stereo not drawn)	6	-4	-6	1.0	-1	16	1	18	-12
O=C(NCc1ccc(F)cc1)c1ccc(N2CCOCC2)c([N+](=O)[O-])c1	-11	-3	9	0.6	16	-12	-2	1	-9
O=C1CC(N2CCN(c3ccccc3Cl)CC2)C(=O)N1c1ccc(F)cc1 (stereo not drawn)	12	0	-17	5.5	3	26	1	0	-11
CCOC(=O)c1c(NC(=O)CSc2cn(CC)c3ccccc23)sc2c1CCC2	19	-2	-5	0.2	-9	-7	4	1	-9
CCOC(=O)C1=C(C)N(CCCC(=O)O)C(=O)NC1c1ccc(Cl)cc1Cl (stereo not drawn)	4	-6	-8	1.3	-3	-8	10	4	1
Clc1cc(Cl)cc(C2=NC(Cc3ccccc3)CO2)c1 (stereo not drawn)	-8	7	1	-0.3	-3	-4	10	15	-33
CC(C)(C)c1ccc(OCc2cnc(Cl)s2)cc1	-2	-4	-5	-0.6	-12	-9	8	5	-9
CCOc1ccc(C(=S)N2CCCC2)cc1	-6	-4	13	0.0	-3	-5	5	2	-9
COc1ccc(NC(=O)CCN2C(=O)C3C4C=CC(C4)C3C2=O)cc1 (stereo not drawn)	11	-1	-10	1.4	-9	-8	12	0	-9
Cc1ccc(CN2CCN(Cc3ccc4c(c3)OCCO4)CC2CCO)cc1 (stereo not drawn)	-13	-7	-4	-0.3	-5	-11	1	0	-5
Cc1ccc2oc(=O)c3cc(C(=O)NCCN4CCc5ccccc5C4)sc3c2c1	-1	-12	16	2.4	14	35	-8	4	-13
COc1ccc(/C=C2\CCC(C3CCCC3)C2=O)c(OC)c1OC (stereo not drawn)	12	-1	3	0.0	-11	7	12	3	-8
O=C(NCC1CCCO1)C1c2ccccc2Oc2ccccc21 (stereo not drawn)	-18	-9	24	-0.7	5	11	-6	5	-14
Cc1cc(C)c(C)c(S(=O)(=O)Nc2ccccc2C(=O)NN2CCOCC2)c1C	-16	-2	-4	-0.9	-12	-16	4	2	-19
CNc1ncnc2c1ncn2[C@H]1CN(Cc2ccco2)C[C@@H](CO)O1	5	0	-1	-0.2	-13	-9	9	1	.
COC(=O)CSc1nnc(-c2ccc(S(=O)(=O)N3CCCCC3)cc2)o1	-8	-4	16	-0.5	4	-2	-1	6	-2
CCOC(=O)[C@H]1[C@H]2COc3ccc(Br)cc3[C@H]2N2C(=O)CN(CCc3c[nH]c4ccccc34)C(=O)[C@@]12C	20	6	-20	0.8	-13	11	17	6	.
CC(C)Cc1nnc(N)s1	-6	-2	-6	0.0	0	-7	0	1	.
Cc1cc(=O)[nH]c(N/N=C/c2ccccn2)n1	6	-6	0	0.1	-13	-29	1	7	-1
C=CCOc1ccc(/C=N/NC(C)=O)cc1OCC	6	-5	0	-0.4	-6	2	8	6	-10
NC(=O)CC(NC(=O)c1ccccc1)c1ccc(N2CCC(N3CCCC3)CC2)c([N+](=O)[O-])c1 (stereo not drawn)	8	-7	-7	0.1	-3	5	3	5	-1
CCOc1cc(NC(=S)NCCCN2CCOCC2)c(OCC)cc1NC(=O)C1CC1	8	-5	10	-0.6	-4	0	7	2	-15
CC(C)NC(=O)Nc1ccc2c(c1)CC(=O)N([C@@H](C)CO)C[C@H](C)[C@@H](CN(C)C(=O)NC1CCCCC1)O2	3	-4	-5	0.3	-9	-17	6	4	-9

(more compounds)
SMILES	M1 PAM parental	M1 ag	CHO-K1 Ca antag	CHO-K1 Ca ag	M1 antag	TAAR1 antag	M1 PAM	TAAR1 agonist	CHO parental Ca
COc1ccc(NC(=O)COC(=O)c2cc(C)oc2C)cc1OC	-10	3	7	2.1	-4	-25	9	3	-11
O=C(OCc1c(Cl)cccc1Cl)c1ccccn1	26	-1	-9	0.4	-9	14	8	12	-7
CSCCC(NC(=O)c1ccccc1Cl)C(=O)Nc1cccc(S(=O)(=O)N2CCCC2)c1 (stereo not drawn)	0	-1	16	0.6	4	-14	4	3	-26
CCOc1ncccc1C(=O)N(C)CC(=O)Nc1ccccc1SC	14	0	-5	-0.1	3	-1	-5	-1	-8
COC(=O)c1ccc(C(=O)N2CCCC(Nc3ccc(C(C)C)cc3)C2)cc1 (stereo not drawn)	-10	-2	1	1.5	5	9	0	1	1
CCN(C(=O)c1ccc2c(=O)n3c(nc2c1)CCCCC3)c1ccc(F)cc1	14	-1	-8	0.9	-14	-30	13	2	-31
O=C(c1cccnc1NCc1ccccc1)N1CCOCC1	7	-5	3	-0.1	1	-2	0	2	-14
COCCNc1nnc(SCC(=O)NC(=O)c2ccccc2)s1	16	-1	-8	0.5	-12	-17	3	-2	4
COc1cccc(CNC(=O)CCC2CCCN(Cc3cc(Cl)ccc3O)C2)c1 (stereo not drawn)	-10	-15	-2	0.1	-7	-5	5	1	-26

A different layout for 3 compounds above:
COC(=O)c1ccc(C(=O)N2CCCC(Nc3ccc(C(C)C)cc3)C2)cc1 (stereo not drawn)
  M1 PAM parental = -10
  M1 ag = -2
  CHO-K1 Ca antag = 1
  CHO-K1 Ca ag = 1.5
  M1 antag = 5
  TAAR1 antag = 9
  M1 PAM = 0
  TAAR1 agonist = 1
  CHO parental Ca = 1

COCCNc1nnc(SCC(=O)NC(=O)c2ccccc2)s1
  M1 PAM parental = 16
  M1 ag = -1
  CHO-K1 Ca antag = -8
  CHO-K1 Ca ag = 0.5
  M1 antag = -12
  TAAR1 antag = -17
  M1 PAM = 3
  TAAR1 agonist = -2
  CHO parental Ca = 4

CCOc1ncccc1C(=O)N(C)CC(=O)Nc1ccccc1SC
  M1 PAM parental = 14
  M1 ag = 0
  CHO-K1 Ca antag = -5
  CHO-K1 Ca ag = -0.1
  M1 antag = 3
  TAAR1 antag = -1
  M1 PAM = -5
  TAAR1 agonist = -1
  CHO parental Ca = -8
